Screening data as filed in PubChem.
Diaph inh CS – diaphorase inhibition or chemical oxidation counter-screen | 190,000 compounds, 0.69% hits | diaphorase resazurin-to-resorufin fluorescence, NADH, 16 min; bacterial (C. kluyveri) enzyme, not human | inhibition, % at 20 µM;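 active = primary screen inhibition at 20 µM above a set limit, cut at about 50% in these data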;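 note: plate controls were DMSO with full reaction for no effect and wells lacking NADH for full effect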
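controls = No-NADH positive control and DMSO neutral control | system = Clostridium kluyveri diaphorase enzyme | timing = reaction incubation of 16 min at room temperature | signal = resorufin fluorescence 544/590 nm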
ROMK mod – modulates human ROMK potassium channel activity | B-score at 10 µM | Tet-inducible ROMK, thallium flux fluorescence; actives lie on both sides | 130,000 compounds, 2% hits | P48048;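 active = signal ratio slope over the read window, or its plate-corrected B-score, at least 3 SD from the plate mean, either direction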;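 note: B-score of the F/F0 ratio slope over 7 to 12 s after thallium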
Diaph act CS – activates diaphorase or chemically reduces, flagging diaphorase assay artifacts. Diaphorase/resazurin coupled assay, resorufin fluorescence, 16 min; active compounds read high; 1 = vehicle wells, 0 = NADH-free wells. activation factor at 20 µM. 190,000 compounds, 0.005% hits;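 active = diaphorase activity raised at least twofold by the compound at 20 µM; inactive = activation factor below 2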
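Test system: Clostridium kluyveri diaphorase, purified enzyme. Buffer or medium: 50 mM HEPES pH 7.4 buffer plus MgCl2 and Tween 20. Also added: 0.114 mM NADH and 0.1 mM resazurin, final amounts. Dosing: compound 20 µM once, DMSO 1%. Schedule: 16 min enzyme reaction, ambient temperature. Detection: fluorescence of resorufin, 544 nm excitation, 590 nm emission.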
PPARg SRC3 recr – promotes SRC-3 coactivator recruitment by human PPARgamma; activation, % at 8 µM; 200,000 compounds, 0.26% hits; AID 731; P37231; biochemical PPARgamma/SRC-3 coactivator recruitment assay; in the data active = activation above about 23%;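 note: 0% = DMSO and 100% = reference agonist; some compounds past the cut are filed as inactive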
PPARg SRC-1 ag – promotes SRC-1 coactivator recruitment by human PPARgamma. PPARgamma-SRC-1 coactivator recruitment biochemical assay. activation, % at 8 µM. 200,000 compounds, 0.41% hits. AID 631; in the data active = activation above about 19%;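 note: 0% = DMSO and 100% = reference agonist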
TR-FRET SRC-2 ct – TR-FRET artefact, counter-screen to PPARgamma/SRC-2 agonist assay | active compounds read high | TR-FRET ratio at 8 µM | 200,000 compounds, 0.4% hits; in the data active = TR-FRET ratio above about 2000; note: inactives centre near 1500
PMI act hi M6P – increases human PMI activity with near-saturating mannose 6-phosphate; P34949; coupled PMI enzyme assay, resazurin fluorescence, 20 min; active compounds read high; 1 = untreated enzyme, 0 = substrate-free blank; activation factor at 20 µM; 190,000 compounds, 0.34% hits; AID 1216;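 active = activation factor of 2 or more at 20 µM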
Target sequence (P34949 whole entry, looked up): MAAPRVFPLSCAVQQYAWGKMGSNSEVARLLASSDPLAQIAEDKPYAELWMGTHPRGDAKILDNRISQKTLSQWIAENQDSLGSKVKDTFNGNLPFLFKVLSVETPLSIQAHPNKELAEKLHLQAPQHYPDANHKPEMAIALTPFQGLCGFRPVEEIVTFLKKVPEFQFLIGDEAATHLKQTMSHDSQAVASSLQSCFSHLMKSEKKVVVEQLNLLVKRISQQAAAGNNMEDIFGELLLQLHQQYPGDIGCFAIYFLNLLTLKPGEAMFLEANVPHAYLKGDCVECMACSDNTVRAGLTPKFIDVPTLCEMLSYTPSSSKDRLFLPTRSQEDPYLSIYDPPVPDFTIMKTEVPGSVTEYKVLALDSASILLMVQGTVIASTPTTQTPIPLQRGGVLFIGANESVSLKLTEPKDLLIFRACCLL
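test system = human PMI in coupled enzyme assay | medium = HEPES-buffered pH 7.4 with magnesium and detergent | also added = 1.0 mM mannose-6-phosphate substrate with 0.22 mM NADP+ | compound = 20 µM single dose | times = 20 min incubation at room temperature | measured by = resorufin fluorescence (Ex 544/Em 590 nm) from resazurin via diaphorase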
S1P3 antagonist – S1P3 (human) receptor antagonism. Q99500. CHO S1P3 NFAT-BLA reporter, FRET fluorescence, antagonist mode. inhibition, % at 4.98 µM. 170,000 compounds, 0.27% hits. AID 485;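 active = inhibition above the plate cutoff, the mean inhibition of test wells on that plate plus 3 SD, cut at about 28% in these data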;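 note: cells challenged with S1P at its EC80 of 0.8 µM; blue over green emission ratio from cleaved BLA substrate after 4 h stimulation; 0% = S1P-stimulated wells and 100% = unstimulated DMSO-only wells; some compounds past the cut are filed as inactive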
Target sequence (Q99500 whole entry, looked up): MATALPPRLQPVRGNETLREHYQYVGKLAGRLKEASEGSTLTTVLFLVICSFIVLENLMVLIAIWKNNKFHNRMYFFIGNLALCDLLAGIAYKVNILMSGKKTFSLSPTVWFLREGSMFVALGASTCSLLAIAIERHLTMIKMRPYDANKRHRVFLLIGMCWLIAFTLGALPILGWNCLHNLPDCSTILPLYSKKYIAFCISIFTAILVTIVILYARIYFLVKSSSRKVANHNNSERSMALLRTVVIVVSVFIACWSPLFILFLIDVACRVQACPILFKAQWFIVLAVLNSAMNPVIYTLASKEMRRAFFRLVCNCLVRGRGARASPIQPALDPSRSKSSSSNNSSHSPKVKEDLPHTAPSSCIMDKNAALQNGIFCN
PMI activator – phosphomannose isomerase (human) activation; P34949; purified human PMI, coupled resazurin fluorescence, 20 min; active compounds read high; 1 = vehicle control, 0 substrate-free wells; activation factor at 20 µM; 190,000 compounds, 0.005% hits; AID 1214;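 active = activation factor of 2 or more at 20 µM, relative to plate controls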
PPARg SRC2 recr – PPARgamma-driven SRC-2 recruitment agonism; P37231; PPARgamma LBD-SRC-2 recruitment, biochemical; activation, % at 8 µM; 200,000 compounds, 0.34% hits; AID 1032; in the data active = activation above about 22%;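 note: 0% = vehicle and 100% = reference agonist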
G6PDH CS – inhibits Leuconostoc G6PDH, flagging false hits in G6PDH-based assays. Purified L. mesenteroides G6PDH, diaphorase/resazurin coupled fluorescence, 45 min. inhibition, % at 5 µM. 200,000 compounds, 0.12% hits; in the data active = inhibition above about 50%
* marks the source's active call; other numbers are inactive results; . = not tested or not shown.

SMILES	Diaph inh CS	ROMK mod	Diaph act CS	PPARg SRC3 recr	PPARg SRC-1 ag	TR-FRET SRC-2 ct	PMI act hi M6P	S1P3 antagonist	PMI activator	PPARg SRC2 recr	G6PDH CS
CCOC(=O)c1ccc(NC(=O)CN(C)S(=O)(=O)c2ccc(Br)s2)cc1	22	0.025	0.8	7	3	1414	0.9	2	0.9	1	-2
Cc1nc2ccc(CCO)cc2s1	0	.	1	6	1	1565	1	-5	1.1	8	-1
COc1ccc(CCN(C(=O)c2ccccc2)C2=CC3CCC(C2)N3C)cc1OC (stereo not given)	8	.	0.9	8	1	1545	1	85*	1.1	7	8
Cc1ccc(C(=O)N/N=c2\sc3ccccc3n2C)cc1	1	.	1	-1	-4	1569	1	-7	0.9	3	2
CCc1ccc2oc(-c3cccc(NC(=O)c4cccnc4)c3)nc2c1	-5	-0.7	1.1	-1	-1	1707	1.1	.	1	6	3
Cc1ccc(SC(c2ccccc2)C(Cn2cncn2)C(=O)c2ccccc2)cc1 (stereo not given)	9	.	0.9	-1	6	1452	0.9	.	0.9	11	-1
O=C(Nc1nc2ccc(S(=O)(=O)N3CCCCC3)cc2s1)C1CCCO1 (stereo not given)	11	.	0.9	3	1	1532	1	2	1	4	0
COc1cccc2sc(NNC(=O)C3COc4ccccc4O3)nc12 (stereo not given)	13	-0.44	0.9	-3	8	1639	1.2	-17	1.1	-1	4
Cc1c(Br)c([N+](=O)[O-])nn1CC(=O)N1CCc2ccccc21	10	0.35	0.9	-1	5	1670	0.9	-8	1	2	2
COc1ccc(/C(C)=N/N2C(=O)c3ccccc3NC2c2ccc(O)c(OC)c2)cc1 (stereo not given)	20	.	0.8	10	8	1496	1	-9	0.9	11	8
CC(c1nnc(SCC(=O)c2c(N)n(C)c(=O)n(C)c2=O)n1-c1ccc(Cl)cc1)N(C)C (stereo not given)	12	0.69	0.9	-4	-6	1525	1.1	-8	1.1	-1	6
Cc1nc2cc(C(F)(F)F)ccc2n1C1CCN(C(=O)N2CCOCC2)CC1	13	.	0.9	6	-1	1498	1	-14	1	6	1
Cc1ccc(C(=O)Nc2ccc3cn[nH]c3c2)cc1S(=O)(=O)N1CCCCC1	2	-0.69	1	-1	6	1479	1	.	1	14	-4
CCCCN(C(=O)CSc1cc(C)c2ccccc2n1)c1c(N)n(Cc2ccccc2)c(=O)[nH]c1=O	10	0.16	0.9	7	-3	1554	1.2	-44	1.1	5	-7
O=C(c1ccc(F)cc1)C1CCN(C(=O)Nc2ccccc2Cl)CC1	10	-0.49	0.9	-4	-5	1392	1	-1	1	-7	9
Cn1ncc(Cl)c1C(=O)Nc1cccnc1	16	-0.018	0.8	5	16	1624	0.9	5	1	2	3
Cc1cc(/C=C(\C#N)C(=O)O)c(C)n1CC1CCCO1 (stereo not given)	0	0.18	1	2	14	1620	1	-6	1.1	1	6
COc1ccc2cc(CN(C(=O)Nc3ccccc3OC)C3CCCC3)c(=O)[nH]c2c1	24	.	0.8	-10	-3	1548	0.8	0	0.9	-3	2
CCCCn1nnc(NC(=O)Cc2ccc(Cl)cc2)n1	-8	-1.3	1.1	10	-1	1542	1.1	17	1	4	5
Cn1c(CCNC(=O)c2ccccc2F)nnc1SCc1nc2ccccc2c(=O)[nH]1	7	0.19	0.9	3	0	1564	1	13	1	3	2
CCN(CC)S(=O)(=O)c1ccc(C(=O)Nc2ccc3c(c2)OCCO3)cc1	9	.	0.9	-3	-1	1398	1	-8	1.1	3	4
CCCCOc1ccc(S(N)(=O)=O)cc1	13	0.49	0.9	-8	3	1432	0.9	-1	0.9	7	12
COc1ccccc1CC(=O)Nc1cccc(C)n1	10	-1.3	0.9	2	-5	1730	0.9	-2	0.9	0	10
CC(C)C(=O)Nc1ccc(NC(=O)CCc2ccccc2)cn1	18	-0.26	0.8	-5	-10	1388	0.9	1	1	-8	3
O=C(NCC1CCCO1)c1ccc(Br)o1 (stereo not given)	4	0.048	1	3	3	1618	1	-10	1.1	4	8

S1P3 antagonist: hit marks shown above
molecule	ROMK mod	Diaph act CS	PPARg SRC3 recr	PPARg SRC-1 ag	PMI act hi M6P	S1P3 antagonist	PMI activator	PPARg SRC2 recr	G6PDH CS
COc1ccc(CCN(C(=O)c2ccccc2)C2=CC3CCC(C2)N3C)cc1OC (stereo not given)	.	0.9	8	1	1	85*	1.1	7	8

More structures follow.
SMILES	Diaph inh CS	ROMK mod	Diaph act CS	PPARg SRC3 recr	PPARg SRC-1 ag	TR-FRET SRC-2 ct	PMI act hi M6P	S1P3 antagonist	PMI activator	PPARg SRC2 recr	G6PDH CS
CC1=CC(C)(C)Nc2ccc(OC(=O)CN3C(=O)CCC3=O)cc21	23	.	0.8	1	-1	1495	0.9	3	0.8	-5	21
CC(=O)Nc1nc(N2C(=O)c3ccccc3C2=O)n(-c2ccccc2)n1	-1	0.52	1	-8	-5	1393	1	-6	0.9	-2	3
CC(C)NC(=O)COC(=O)/C=C/c1ccc(F)cc1	23	-0.37	0.8	-1	-5	1446	1	-11	1	-11	4
Cc1ccc([N+](=O)[O-])cc1/C=N/Nc1nnnn1-c1ccccc1	3	-0.27	1	1	5	1614	1	.	1	10	-1
NS(=O)(=O)c1ccc(NC(=S)N2CCN(S(=O)(=O)c3ccc(F)cc3)CC2)cc1	16	.	0.8	0	1	1544	0.8	10	0.9	-4	5
Cc1ccc(CN2CCN(Cc3ccccc3)C(CCO)C2)s1 (stereo not given)	4	-0.74	1	-6	-4	1482	1	8	1	5	7
COc1ccc(S(=O)(=O)NCCSCc2ccccc2C)cc1Br	33	-0.63	0.7	-2	-2	1607	0.8	.	0.7	-3	-3
Cc1ccc(C(=O)COC(=O)CNS(=O)(=O)c2ccccc2)cc1[N+](=O)[O-]	0	.	1	3	1	1579	1.1	.	1	12	10
Cc1cc(N)n2nc(-c3ccc(C(C)(C)C)cc3)cc2n1	17	0.012	0.8	8	1	1655	0.9	.	0.9	9	1
CC(=O)c1c(C)c2c(n1CCN(C)C)CCCC2	7	3.5*	0.9	7	0	1549	0.9	.	0.8	0	5
COc1ccccc1NC(=O)Oc1ccc(C(C)=O)cc1	6	.	0.9	6	1	1558	1.1	.	1	-3	1
Cc1nn(C)cc1CNC(=O)C1C2CCC(C2)C1C(=O)O (stereo not given)	-16	-0.06	1.2	5	-1	1592	1.1	-2	1.1	8	-1
CC(C)N1CC(C(=O)O)CC1=O (stereo not given)	7	.	0.9	7	4	1600	1.1	.	1.1	9	-3
CCCc1nc2sc3c(SCC(=O)NCc4ccco4)ncnc3c2c2c1CCC2	44	0.12	0.6	5	0	1703	0.9	.	1	8	10
Cc1ccc(C)n1-c1ncn[nH]1	-10	.	1.1	2	15	1659	1	-16	0.9	5	10
Cc1csc2nc(CNS(=O)(=O)c3ccc4c(c3)CCCC4)cn12	5	.	1	2	-5	1540	1	-24	1	1	-14
CC1CN(c2ccccc2)CCN1Cc1nc(Cc2ccccc2)no1 (stereo not given)	6	-0.16	0.9	0	-8	1218	1	-32	0.9	0	4
Cc1ccccc1OCC(=O)N/N=C/c1ccco1	-2	.	1	-6	-4	1543	1.1	.	1	-4	1
CC(CN(C)Cc1nc(Cc2cccc(C(F)(F)F)c2)no1)CN1CCCC1 (stereo not given)	8	.	0.9	2	6	1731	0.9	6	0.8	6	5
CCOC(=O)CNC(=O)C1Cc2ccccc2CN1S(=O)(=O)c1cccs1 (stereo not given)	17	.	0.8	4	7	1467	1	-6	0.9	3	8
O=C(O)CCN1C(=O)c2ccc(NC(=O)Cc3ccc(Cl)cc3)cc2C1=O	25	.	0.8	3	12	1420	0.9	5	0.9	5	3
Cc1ccc(C(=O)OCc2cn(-c3ccccc3)nn2)cc1	10	-0.045	0.9	2	6	1689	0.9	-2	1	2	4
CCS(=O)(=O)c1ccc2c(c1)N(S(C)(=O)=O)CC(C(=O)NCCOC)O2 (stereo not given)	4	.	1	9	0	1676	1	.	1	6	4
O=C(NNC(=O)c1cc2cc3ccccc3nc2s1)c1cccc(Cl)c1	-1	.	1	13	2	1529	1	.	1	2	1
COC(=O)c1sccc1-n1cccc1C(=O)C(=O)Nc1ccc(F)cc1	20	1.1	0.8	0	6	1723	0.8	-18	0.8	15	22

(continued)
SMILES	Diaph inh CS	ROMK mod	Diaph act CS	PPARg SRC3 recr	PPARg SRC-1 ag	TR-FRET SRC-2 ct	PMI act hi M6P	S1P3 antagonist	PMI activator	PPARg SRC2 recr	G6PDH CS
Cc1ccc(C(=O)NC(N(C)C)C(Cl)(Cl)Cl)cc1 (stereo not given)	-10	0.56	1.1	-2	8	1368	1	-11	1.1	-4	-1
NCCOc1ccccc1Cc1ccccc1	-10	-0.75	1.1	4	2	1564	1.1	.	1.1	7	2
O=C(CSc1nc2ccc(N3CCOCC3)cc2c(=O)n1CCc1ccccc1)NCC1CCCO1 (stereo not given)	48	-0.035	0.5	-4	-15	1418	1	-20	1.1	-1	27
CN(c1ccc(OCC(=O)OCC(=O)Nc2ccccc2F)cc1)S(=O)(=O)c1cccs1	13	.	0.9	-2	1	1508	0.9	3	1	-2	0
COC(=O)c1ccc(-n2c(C)cc(-c3csc(NC(=O)c4ccc(S(=O)(=O)N(C)C)cc4)n3)c2C)cc1	15	0.6	0.8	5	6	1546	1	0	0.9	-2	2
COC(=O)c1c(C)[nH]c(C(=O)/C=C/c2ccccc2)c1C	14	.	0.9	5	-2	1529	1	-10	0.9	4	-4
Cc1c(C(=O)NC(=S)NCC(C)C)oc2ccccc12	9	-0.38	0.9	-4	-1	1425	0.9	6	0.9	-5	4
CCOC(=O)c1cnc2c(C(F)(F)F)cccc2c1N1CCOCC1	4	.	1	-3	-9	1583	1	7	1	-1	2
COc1ccc(C(C)=O)cc1CSc1nc2ccccc2c(=O)n1-c1cccc(C)c1	21	-0.38	0.8	-2	3	1564	1	-1	0.9	4	-25
COCc1nnc(NC(C)=O)s1	3	-0.063	1	-1	-6	1310	1.1	-14	1	-10	13
CCOc1ccc(NC(=O)Nc2cccn(Cc3ccccc3)c2=O)cc1	14	0.63	0.9	3	7	1582	0.8	9	0.9	9	11
C=CCn1c(SCC(=O)c2cc(C)n(C(C)COC)c2C)nc2sc(C)c(C)c2c1=O (stereo not given)	14	.	0.9	-13	-2	1512	0.9	-3	0.8	7	-37
CC(C)C1=NN2C(=N)CC(=O)N=C2S1	-2	0.65	1	2	5	1488	1	.	0.9	4	9
